Lmaj promast: Leishmania major promastigote growth inhibition | Leishmania major promastigotes, resazurin fluorescence viability | inhibition, % at 10 µM | actives 9% (n = 200,000) | AID 1063; in the data active means inhibition above about 50%;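 further: promastigotes grown with compound for 44 hours at 28 °C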
RAM inhibit: yeast RAM network inhibition. S. cerevisiae dse1pr::URA3 reporter, 5-FOA growth OD615, 2 d; analog-sensitive cbk1-as2 kinase mutant strain. inhibition, % at 50 µM. AID 868. actives 1.8% (n = 190,000);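 active means inhibition above a set limit, 3 SD over mean compound inhibition, cut at about 8.4% in these data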;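 further: 0% = DMSO-only wells with no growth and 100% = 10 µM 1-NA-PP1 full growth; inhibition rescues growth on 5-FOA so higher OD means more RAM inhibition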
TNAP inh hiacc: TNAP (human) inhibition, high acceptor | P05186 | purified TNAP, CDP-star luminescence, 1 M DEA | inhibition, % at 20 µM | actives 0.03% (n = 200,000);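 active means over 50% inhibition of tissue-nonspecific alkaline phosphatase at 20 µM in the single-dose screen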;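 further: plate controls were DMSO wells for no effect and EDTA-quenched wells as full inhibition for full effect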
Target sequence (P05186 whole entry, looked up): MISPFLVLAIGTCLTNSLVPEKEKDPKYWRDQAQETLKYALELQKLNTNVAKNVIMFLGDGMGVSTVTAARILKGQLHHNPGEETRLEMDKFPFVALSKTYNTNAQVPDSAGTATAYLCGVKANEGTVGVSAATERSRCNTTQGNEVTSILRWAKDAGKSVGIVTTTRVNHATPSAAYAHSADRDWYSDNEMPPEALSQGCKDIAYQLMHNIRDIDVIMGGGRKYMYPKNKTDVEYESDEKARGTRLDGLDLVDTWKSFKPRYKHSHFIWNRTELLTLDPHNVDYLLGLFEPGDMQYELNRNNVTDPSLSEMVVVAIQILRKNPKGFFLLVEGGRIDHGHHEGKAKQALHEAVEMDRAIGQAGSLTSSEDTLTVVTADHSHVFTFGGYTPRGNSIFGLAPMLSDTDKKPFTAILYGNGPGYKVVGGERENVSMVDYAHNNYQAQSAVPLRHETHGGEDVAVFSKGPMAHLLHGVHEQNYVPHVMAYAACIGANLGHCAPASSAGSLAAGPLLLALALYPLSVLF
S1P3 antagonist: antagonists of human S1P3 receptor | CHO S1P3 NFAT-BLA reporter, FRET fluorescence, antagonist mode | AID 485 | Q99500 | inhibition, % at 4.98 µM | actives 0.27% (n = 170,000);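 active means inhibition above the plate cutoff, the mean inhibition of test wells on that plate plus 3 SD, cut at about 28% in these data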;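 further: cells challenged with S1P at its EC80 of 0.8 µM; blue over green emission ratio from cleaved BLA substrate after 4 h stimulation; 0% = S1P-stimulated wells and 100% = unstimulated DMSO-only wells; some compounds past the cut are filed as inactive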
PMI activator: activators of human phosphomannose isomerase; purified human PMI, coupled resazurin fluorescence, 20 min; stronger effect = higher value; 1 = vehicle control, 0 substrate-free wells; activation factor at 20 µM; actives 0.005% (n = 190,000); AID 1214;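 active means activation factor of 2 or more at 20 µM, relative to plate controls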
Target sequence (P34949 whole entry, looked up): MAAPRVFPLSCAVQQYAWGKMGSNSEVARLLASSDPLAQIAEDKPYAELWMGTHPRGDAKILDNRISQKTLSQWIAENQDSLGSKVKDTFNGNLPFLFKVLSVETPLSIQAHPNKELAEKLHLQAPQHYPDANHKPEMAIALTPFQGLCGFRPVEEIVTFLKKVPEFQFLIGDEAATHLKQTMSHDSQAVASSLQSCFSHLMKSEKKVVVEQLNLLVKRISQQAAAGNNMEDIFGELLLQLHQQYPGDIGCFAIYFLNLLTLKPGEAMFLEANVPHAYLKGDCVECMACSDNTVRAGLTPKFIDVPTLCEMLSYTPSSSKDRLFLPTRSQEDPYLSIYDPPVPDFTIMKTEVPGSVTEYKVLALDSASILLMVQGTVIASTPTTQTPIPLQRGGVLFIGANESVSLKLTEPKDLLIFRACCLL
Hsp70 activator: Hsp70 transcriptional activation, primary screen; HeLa Hsp70 promoter luciferase reporter, luminescence; scaled: vehicle 0, proteasome-inhibitor control 100%; activation, % at 10 µM; actives 0.04% (n = 200,000);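 active means activation above the mean across all tested compounds plus 3 SD, cutoff set per campaign, cut at about 5.5% in these data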;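 further: 100% = MG132 at 30 µM as the positive control and 0% = DMSO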
TNAP inh no acc: blocks human TNAP activity with no phosphate acceptor present; P05186; purified TNAP, CDP-star luminescence, 30 min; inhibition, % at 20 µM; actives 0.26% (n = 200,000); AID 1012;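 active means tissue-nonspecific alkaline phosphatase inhibition above about 50% at 20 µM in the single-dose screen, limit read from the data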;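 further: 0% = DMSO negative control and 100% = EDTA positive control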
PMI act hi M6P: increases human PMI activity with near-saturating mannose 6-phosphate | P34949 | coupled PMI enzyme assay, resazurin fluorescence, 20 min; stronger effect = higher value; 1 = untreated enzyme, 0 = substrate-free blank | activation factor at 20 µM | actives 0.34% (n = 190,000);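 active means activation factor of 2 or more at 20 µM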
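assay system = human phosphomannose isomerase with PGI, G6PDH, diaphorase coupling enzymes | quantity = 15 ng/mL PMI | incubation = enzyme reaction with compound 20 min at room temperature | medium = HEPES pH 7.4 buffer with MgCl2 and Tween-20 | compound dosing = one concentration, 20 µM, in 1% DMSO | measured by = Diaphorase-driven resazurin-to-resorufin fluorescence, excitation 544, emission 590 nm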
Efa HMGR inh: blocks class II HMG-CoA reductase of Enterococcus faecalis; purified E. faecalis HMGR, NADPH absorbance 340 nm kinetic; inhibition, % at 10 µM; actives 0.41% (n = 190,000); AID 1066;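 active means inhibition above a set limit, the median over all tested compounds plus 3 SD, cut at about 9.5% in these data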;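 further: enzyme runs in reverse so mevalonate oxidation gives rising NADPH absorbance; 0% = complete reaction with DMSO and 100% = background rate lacking mevalonate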
DTT redox prof: compounds producing H2O2 with reducing agent – biochemical, NIH compound library profiling, artefact control for MLSCN library redox annotation, primary screen | DTT-dependent redox cycling H2O2, phenol red/HRP absorbance; 100% = 100 µM peroxide control, 0% = buffer | activation, % at 10 µM | actives 0.03% (n = 200,000) | AID 878;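 active means activation of at least 50% relative to the plate's high and low controls in the primary single-dose screen; inactive means activation below 50%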;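 further: compound incubated with DTT at 0.8 mM final as the reducing agent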
Active calls of the source: *; nt = no result given.

Compound,DTT redox prof,TNAP inh no acc,Hsp70 activator,RAM inhibit,TNAP inh hiacc,PMI act hi M6P,PMI activator,Efa HMGR inh,Lmaj promast,S1P3 antagonist
Nc1ccc(Cl)c(NC(=O)c2cccs2)c1,6.0,-6,0.3,2.4,1,0.9,0.9,-3,4,4
CCOC(=O)[C@@H]1CCNC[C@@H]1c1ccccc1,-1.9,-7,-0.6,1.6,0,1,1,-1,-4,-29
Cc1nn(CC(=O)NCc2ccccc2)c(=O)c2ccccc12,-2.0,-10,0.0,0.1,-6,0.9,0.9,-2,-2,5
COc1ccc(C(=O)N/N=C(\C)Cn2cnc([N+](=O)[O-])n2)cc1,-0.1,-12,0.3,0.8,-5,0.9,1,0,-10,-13
N#Cc1c(NC(=O)CSc2nc3ccccc3c(=O)n2Cc2ccco2)sc2c1CCCC2,nt,-13,nt,nt,-6,1,1,nt,nt,16
CCOP(=O)(OCC)c1nc(-c2cccc3ccccc23)oc1NCc1ccccc1,-0.6,-16,0.0,5.7,-5,0.8,0.8,-12,-4,nt
CCOc1ccc(N2C(=O)CC(N(Cc3ccco3)C(=O)CCC(=O)O)C2=O)cc1 (stereo unspecified),0.0,-11,-0.1,0.9,-4,nt,nt,-10,5,13
Cc1[nH]c(=O)[nH]c(=O)c1S(=O)(=O)N1CCN(c2cccc(Cl)c2)CC1,2.3,-4,0.2,4.3,-1,0.9,0.9,2,1,8
COC(=O)c1ccc(C(=O)OC)c(NC(=O)C2CC2)c1,0.7,-8,-0.1,0.8,-6,1.1,1.1,-6,-2,14
CCOC(=O)c1cc(NC(=O)Nc2ccccn2)c(C)nc1C,-2.6,4,0.1,0.8,3,1,1,-3,17,-9
CCC(C)(C(=O)NC1CCCC1)N(C(=O)CNC(C)=O)c1ccccc1 (stereo unspecified),-2.4,-7,-0.3,-0.8,0,1,0.9,3,-11,nt
OCC1(CCc2ccccc2)CCN(Cc2cccn2-c2cccnc2)CC1,-0.8,-4,0.2,2.9,-2,1,1,-11,61*,-4
CCN(CC)C(=O)C(C)OC(=O)COc1ccc(Cl)cc1C (stereo unspecified),-2.6,-7,-0.5,1.6,-1,0.9,1,-2,-7,2
Cc1ccc(NC(=O)c2cc(S(=O)(=O)NCCc3ccccc3)ccc2F)cc1Cl,0.6,-22,-0.3,5.5,0,0.9,0.8,-3,-1,-5
COC(=O)c1cc2sccc2n1Cc1nc(-c2cccc(Cl)c2)oc1C,-0.7,-2,-0.3,5.1,-2,0.8,0.9,-4,64*,nt
Cc1ccc(Nc2nc(-c3sc(NC(=O)c4ccco4)nc3C)cs2)cc1,-2.2,-12,-0.3,3.7,1,0.9,0.8,-4,61*,nt
COc1ccc2c(c1)sc(N)[n+]2Cc1cc(C)cc2cccnc12,0.0,-11,-0.4,1.0,-3,1,0.9,-8,42,5
CCS(=O)(=O)N1CCN(c2ccc([N+](=O)[O-])c(NCC3CCCO3)c2)CC1 (stereo unspecified),1.9,8,0.3,2.4,9,0.8,0.8,0,6,-16
COc1cc(S(=O)(=O)N2CCC(N3CCCCC3)CC2)ccc1-n1cnnn1,0.5,-15,-0.4,2.3,-5,0.9,0.9,0,1,-8
COCCNC(=S)NC1CC2CCCC(C1)N2Cc1ccco1 (stereo unspecified),-4.9,-4,-0.1,1.4,1,1,1,nt,-6,nt
Cc1nc(-n2[nH]c3c(c2=O)CCCC3)[nH]c(=O)c1Cc1ccccc1,1.5,-190,0.1,-0.9,-2,0.8,0.9,3,96*,nt
O=S(=O)(NCc1ccccc1Cl)c1cnc[nH]1,-3.7,6,-0.1,-0.1,10,0.9,0.8,-2,-8,2
CCOC(=O)Cn1c(=NC(=O)c2ccc([N+](=O)[O-])s2)sc2ccccc21,0.8,-17,-0.1,6.5,4,1.2,1.1,-3,80*,7
O=C(CSc1ccsc1[N+](=O)[O-])NCCc1ccc(Cl)cc1,1.2,-9,0.0,3.0,-7,0.9,0.9,2,-1,nt
O=c1[nH]c(-c2ccccc2O)nc2c1CCCC2,-0.6,-20,-0.2,3.2,-7,1,1,-1,-7,-28
COc1ccc(/C=N/NC(=O)c2cccnc2)cc1CSc1nc2ccccc2s1,0.6,-47,-0.1,6.4,0,0.9,0.8,3,0,13
COCCn1cc(C(=O)NCc2ccco2)c2c3ccccc3n(C)c2c1=O,-0.3,-11,0.0,3.1,1,0.9,0.9,1,1,-15
COc1ccccc1C(=O)N/C(=C/c1ccc(Br)cc1)C(=O)N1CCCC1,-0.9,3,-0.3,0.2,-3,1.1,1,-4,4,6
CCOC(=O)Cc1csc(NC(=O)/C=C/c2ccc(OC)cc2)n1,-0.8,-3,-0.2,2.5,2,1,1,-7,38,12
COCCn1c(SCc2ccc(C(=O)OC)o2)nnc1-c1c[nH]c2ccccc12,-2.8,4,-0.3,0.0,-2,1,1,-5,10,8
COc1ccc(S(=O)(=O)N2CC(C)N(S(=O)(=O)c3ccc(OC)cc3)CC2C)cc1 (stereo unspecified),nt,-14,nt,nt,-5,0.9,0.9,nt,nt,3
COC(=O)c1cccc(NC(=O)CCSc2ccc(Cl)cc2)c1C,0.9,-9,0.0,3.4,-2,0.9,0.8,-1,-3,nt
O=C(Nc1ccc2c(c1)OCO2)c1cnc2n(c1=O)CCS2,-2.3,2,-0.1,0.6,4,0.7,0.9,-7,-2,-5
O=C1C(Cl)=C(N2CCCCCC2)C(=O)N1c1ccccc1,-0.1,-9,-0.1,3.4,-4,1.1,1.1,0,2,11
O=C(CSc1ccsc1[N+](=O)[O-])Nc1cc(F)ccc1F,-0.9,0,-0.3,2.6,0,0.8,1,0,12,-21
CC(C)OC(=O)C1C(=O)CC(C)(O)C(C(=O)OC(C)C)C1c1ccccc1 (stereo unspecified),0.4,-8,-0.2,1.2,-3,1.1,1.1,-2,-8,15
CCOC(=O)CC1C(=O)NCCN1C(=O)c1cccc(C(F)(F)F)c1 (stereo unspecified),-0.5,-10,-0.4,0.0,-2,1,1,-1,-8,nt
Cc1cc(C)nc(N(C#N)Cc2ccc(Br)cc2)n1,0.1,-9,0.2,0.1,1,0.9,0.9,-3,1,-15
Nn1c(SCc2ccccn2)nncc1=O,3.3,-2,-0.2,0.1,-3,1,1,-4,-4,-13
CCc1nnc(NC(=O)C2(C)COC(c3ccc(OC)cc3)OC2)s1 (stereo unspecified),-1.4,-10,-0.2,-0.5,-4,1,1,-1,5,-16
CN(C)S(=O)(=O)c1ccc(NC(=O)C2COc3ccccc3O2)cc1 (stereo unspecified),-0.3,-8,-0.2,0.7,-2,1,1.1,-1,-9,-23
Cc1nc2ccccn2c1P(=Nc1ccccc1)(N(C)C)N(C)C,1.4,-16,0.2,3.1,-10,1,1.1,-6,-5,-14
COc1cccc(-n2c(SCC#N)nnc2-c2cnccn2)c1,2.6,-13,-0.3,1.4,-5,1,1,-3,-4,16
Cc1ccc(N=CC2=C(O)CC(C)(C)CC2=O)nc1,0.2,-6,0.1,3.0,1,1.1,1.1,1,-3,nt
CN1CCN(c2nc3c(c(=O)n(C)c(=O)n3C)n2CCSc2nc3ccccc3s2)CC1,0.1,-8,0.0,0.8,-5,1,1,-3,2,-5
CCCOc1ccc(C(C)=O)cc1CC(C(=O)OCC)C(=O)OCC,-4.1,-9,-0.2,1.3,-4,0.9,0.9,0,35,nt
COc1ccc(-n2cnc3cc(NC(=O)c4ccco4)ccc32)cc1,0.1,10,0.1,-0.7,-4,1.1,1,-1,-1,nt
CC(=O)N(C)c1ccc(NC(=O)C(F)(F)F)cc1,1.2,-12,-0.4,2.0,-2,1,1,4,2,nt
COc1ccc(Cc2c(O)nc(SCC(=O)c3ccc(OC)cc3)[nH]c2=O)cc1,0.5,-18,-0.2,0.0,-4,1,1.1,0,-8,-13
CCOC(=O)c1cnc(-c2ccccc2)nc1-c1ccccc1,10,-4,-0.4,0.7,-5,0.8,0.9,-2,24,13
O=C(NCCN1CCOCC1)C1CCN(S(=O)(=O)N2CCCC2)CC1,0.6,-13,-0.4,0.4,-4,1,1.1,-2,2,-13
COCCN=C1Sc2nc3ccc(C)cc3cc2CN1Cc1cccs1,-1.2,-10,-0.3,0.9,-5,0.9,0.8,-6,33,3
CC(=O)N1C(=O)/C(=C2\SC(=S)N(NS(=O)(=O)c3ccc(C)cc3)C2=O)c2ccccc21,-0.2,-3,-0.4,11*,-4,0.6,0.8,-4,-6,-6
CSc1nc2cc3c(cc2n1C(=O)c1ccc(C)cc1)OCCO3,-4.3,-3,0.2,5.3,-5,1.1,1.1,0,-4,nt
CCN(CC)CCN(Cc1cc2ccc(C)c(C)c2[nH]c1=O)C(=S)NCc1ccco1,0.1,-1,-0.2,-0.7,-5,0.9,0.9,-3,32,-12
COc1ccc(/C=N/OC/C(O)=C(\C#N)c2nc3ccccc3[nH]2)cc1,-4.2,-3,-0.3,1.4,-3,1,1.1,0,-4,nt

Continued.
Compound,DTT redox prof,TNAP inh no acc,Hsp70 activator,RAM inhibit,TNAP inh hiacc,PMI act hi M6P,PMI activator,Efa HMGR inh,Lmaj promast,S1P3 antagonist
Cc1cccc(OCc2nnc(SCC(=O)N(C(C)C)C(C)C)n2Cc2ccco2)c1C,1.2,-6,-0.4,3.8,-3,1,1,-4,45,10
Cc1c(NC(=O)C2Cc3ccccc3CN2C(=O)c2ccco2)c(=O)n(-c2ccccc2)n1C (stereo unspecified),1.6,-20,0.1,2.0,-11,1,1,0,3,-4
CC(=O)Oc1ccc(-c2cccc(C(=O)NCCO)c2)cc1,0.0,-11,-0.1,0.8,-6,1.2,1.1,3,-6,4
Cc1ccc(OCCOCCn2cnc3ccccc3c2=O)c([N+](=O)[O-])c1,0.0,-8,-0.3,4.3,-1,0.5,1,2,50,-10
COc1ccc(-c2cn3cc(C)ccc3n2)cc1OC,0.9,-13,-0.2,3.1,-3,1.1,1,0,47,5
O=C(COC(=O)CNC(=O)c1cccc([N+](=O)[O-])c1)Nc1nc2ccccc2s1,-0.1,4,-0.1,2.3,-4,0.9,1,0,-8,3
C#CCOCCOCCOCCNc1nc(N2CCN(C(=O)[C@H]([C@@H](C)CC)n3cc([C@@H](N)Cc4ccc(O)cc4)nn3)CC2)nc(N2CCN(C(=O)[C@H]([C@@H](C)CC)n3cc([C@@H](N)Cc4ccc(O)cc4)nn3)CC2)n1,0.5,-22,0.0,-1.5,-10,1,0.9,1,-5,-4
O=C(Nc1nc2ccccc2n1CCN1CCOCC1)c1ccc(COc2ccccc2Br)o1,-0.1,-28,0.0,-1.3,-3,1.1,1,-4,55*,-13
Cc1ccc(CSc2nnc(-c3cccs3)n2C)cc1,2.7,-6,-0.4,0.8,2,1.1,1,6,4,-1

High-throughput results (PubChem BioAssay)
